Screening results: PubChem BioAssay, several laboratories
Lipid droplet: modulators of hepatic lipid droplet formation | actives 0.4% (n = 240,000) | inhibition, % at 6.5 µM | AML12 mouse hepatocytes, oleate lipid droplets, BODIPY imaging;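 active means lipid droplet intensity inhibited by at least 50%, with more than 500 cells counted; inconclusive means wells with under 300 cells, treated as cytotoxic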
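Assay system: AML12 mouse liver cells | Compound dosing: One dose, 6.5 µM compound | Read-out basis: Droplet intensity reduction, % inhibition | Measured by: Fluorescence imaging, 20x objective, two fields per well | Schedule: Overnight treatment with compound plus oleate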
NTR1 ag: agonists of NTR1, primary screen, imaging, U2OS cells, beta-arrestin-GFP, high content (AID 493036); P30989; NTR1-U2OS beta-arrestin-GFP spot imaging, agonist mode; activation, % at 20 µM; actives 0.17% (n = 330,000);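 active means activation at or above 40% of the spot to cytoplasm intensity ratio, with at least 20 cells analyzed; inconclusive means wells under 20 cells, flagged as cytotoxic or low count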;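 further: 0% = DMSO without peptide and 100% = 100 nM NTR1 peptide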
Target sequence (P30989 whole entry, looked up): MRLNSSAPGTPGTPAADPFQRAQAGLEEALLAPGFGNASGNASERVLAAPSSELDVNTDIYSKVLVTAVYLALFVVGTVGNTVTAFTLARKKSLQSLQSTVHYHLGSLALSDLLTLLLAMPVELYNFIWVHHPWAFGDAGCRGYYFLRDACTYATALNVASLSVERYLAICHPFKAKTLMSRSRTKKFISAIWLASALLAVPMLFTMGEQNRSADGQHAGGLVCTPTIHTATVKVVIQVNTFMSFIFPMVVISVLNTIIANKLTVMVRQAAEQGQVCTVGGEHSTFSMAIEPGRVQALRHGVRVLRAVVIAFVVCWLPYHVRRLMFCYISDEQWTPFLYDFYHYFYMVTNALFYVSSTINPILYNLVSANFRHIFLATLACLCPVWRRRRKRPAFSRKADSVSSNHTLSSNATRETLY
T cell modulator: modulates CD8 T cell binding to vesicles; 2C CD8+ T cell-vesicle binding, flow cytometry; hits give low values; calls only at 7 µM; actives 0.068% (n = 330,000);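 active means response, share of CD8 T cells binding vesicles, and their 90th percentile fluorescence all below set limits, cut at about 80% in these data, passing the limit was not always enough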
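Also added: QL9-peptide-loaded Drosophila micro-vesicles bearing Ld, ICAM-1 and B7-1; Test system: purified 2C TCR transgenic mouse naive CD8+ T cells; Measured by: cytometric PE anti-B7-1 and Alexa647 anti-CD8 signals after 1% paraformaldehyde fixation; Timing: binding step 1.5 h, 37 °C, antibody labelling 20 min, ice.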
GPR55 activation: selective activators of receptor GPR55 – imaging, U2OS cells, beta-arrestin-GFP redistribution, primary screen (AID 1961). U2OS GPR55 beta-arrestin-GFP redistribution imaging; higher % means a stronger effect. activation, % at 10 µM, or EC50 in µM where a hit was titrated. actives 0.048% (n = 290,000);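 active means activation above 40% with more than 50 cells counted in the well; inconclusive means wells holding fewer than 50 cells, flagged as toxic or sparse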;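 further: U2OS osteosarcoma cells stably expressing GPR55 and beta-arrestin-GFP; plate controls were DMSO negative control for no effect and LPI positive control for full effect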
SV40 large T antigen: TAg ATPase/helicase activity blockers – biochemical (AID 1903) | SV40 large T antigen ATPase/helicase inhibition assay; higher % means a stronger effect | inhibition, % at 20 µM, or IC50 in µM where a hit was titrated | actives 0.39% (n = 310,000); in the data active means a potency from the dose series; inconclusive means inhibition mostly from about 32% at the one dose, without a potency; inactive means the rest, 99 in 100 with inhibition below about 32%; further: strong numbers were not always called active
LYP inhibition: inhibitors of LYP phosphatase, biochemical, fluorescence intensity, uHTS (AID 1779); one-dose inhibition, % at 11.5 µM; IC50 in µM for titrated hits; actives 0.054% (n = 290,000); recombinant LYP phosphatase, fluorescence intensity; higher % means a stronger effect; in the data active means inhibition above about 50%;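 further: plate controls were vehicle with enzyme for no effect and no enzyme for full effect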
GPR35 arrestin U2OS: inhibition of zaprinast-stimulated GPR35 beta-arrestin translocation – imaging, U2OS, beta-arrestin-GFP, zaprinast agonist, primary screen (AID 2058) | U2OS GPR35 beta-arrestin-GFP translocation imaging, zaprinast antagonism; higher % means a stronger effect | inhibition, % at 10 µM; hits with a dose series show IC50 in µM | actives 0.052% (n = 290,000);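 active means inhibition of at least 50% with at least 30 cells and total cytoplasm GFP at most 10,000,000; inconclusive means under 30 cells or total GFP of 10,000,000 plus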
GPR55 antagonists: GPR55 antagonists blocking LPI-driven arrestin recruitment, primary screen, imaging, U2OS, beta-arrestin-GFP, LPI agonist (AID 2013) | U2OS GPR55 beta-arrestin-GFP translocation imaging, LPI antagonism; higher % means a stronger effect | inhibition, % at 10 µM; hits with a dose series show IC50 in µM | actives 0.13% (n = 290,000);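 active means spots per cell inhibited over 60%, with over 100 cells counted and total cytoplasm intensity under 500,000; inconclusive means wells with under 100 cells, flagged as likely toxic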;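 further: U2OS cells stably carrying GPR55 and arrestin-GFP stimulated by 5 µM LPI near EC80; imaged beta-arrestin-GFP aggregate spots per cell after agonist stimulation; plate controls were LPI-stimulated DMSO wells for no effect and DMSO wells without LPI for full effect; some results filed as inactive read as strong as hits; confirmed hits need IC50 under 10 µM and bright autofluorescent wells are also inconclusive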
MgcRacGAP inhibition: MgcRacGAP GTPase-activating activity inhibitors, confirmation, biochemical, ADP Hunter fluorescence. MgcRacGAP-stimulated Rac1 GTP hydrolysis, ADP Hunter fluorescence; higher % means a stronger effect; GST-tagged Rac1 F28L mutant substrate. inhibition, % at 30 µM, or IC50 in µM where a hit was titrated. actives 0.6% (n = 340,000);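 active means first-screen hits whose inhibition reached a set limit at any dose in the follow-up dose series; inconclusive means inhibition above the set first-screen limit but never retested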;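 further: fluorescence reports GDP produced by GAP-driven GTP hydrolysis; strong numbers were not always called active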
Lipid droplet cells 6.5 µM: further read-out of Lipid droplet, marked with its call; cell count; measured here: cell count, cytotoxicity flag;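 cells counted across two imaged fields per well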
T cell modulator vesicle-bound %: recorded beside T cell modulator, whose call it bears; double positive events, %; measured here: CD8+ vesicle-bound cell fraction;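 binding gate set so that unloaded-vesicle control wells show 10% double positive cells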
NTR1 ag cell count 20 µM: further read-out of NTR1 ag, marked with its call; cell count; measured here: cell count, cytotoxicity flag
* = called active by the depositor; i = inactive; ? = inconclusive; nt = no result given.

nr	SMILES	Lipid droplet	Lipid droplet cells 6.5 µM	NTR1 ag	NTR1 ag cell count 20 µM	T cell modulator	T cell modulator vesicle-bound %
1	C(=N\Nc1nc2ccccc2[nH]1)/c1ccccn1	-58	462	nt	nt	nt	nt
2	COc1cc(S(=O)(=O)NC2CCCC2)c(OC)cc1C	-38	783	-0.7	61	i	66
3	CC(C)c1cc(-c2cc(C(=O)NCc3ccccc3)on2)nc(NC2CCCC2)n1	nt	nt	0.6	53	i	8
4	CN1CCN(S(=O)(=O)c2ccc(NCc3ccc4c(c3)OCO4)nc2)CC1	-12	765	0.6	61	i	36
5	CC1=Nc2nc(N3CCCCC3)c(C#N)c3c4c(nc(c23)N1)N(c1ccc(C(C)C)cc1)C(=O)C4	-34	629	5.0	51	i	24
6	Cn1ccnc1CN1CCCCC1C(=O)Nc1ccc(Oc2cccnc2)cc1 (centres undefined)	-1	781	0.9	70	i	30
7	O=C(Nc1ccc(Cl)cc1)[C@@H]1[C@@H]2C(=O)N(c3ccc(Cl)cc3)C(=O)[C@@H]2[C@H]2C=CC=NN21	1	790	3.9	66	i	34
8	O=C(Nc1ccc(Cl)c(C(F)(F)F)c1)C(=O)N1CCCCC1	0	699	1.0	76	i	3

nr	GPR55 activation	SV40 large T antigen	LYP inhibition	GPR35 arrestin U2OS	GPR55 antagonists	MgcRacGAP inhibition
1	-0.3%	1%	-6%	-1%	14%	7%
2	1.2%	2%	-4%	1%	-2%	8%
3	0.4%	12%	0%	-18%	15%	7%
4	-0.2%	nt	-7%	4%	18%	3%
5	-0.3%	13%	16%	-14%	30%	11%
6	-0.1%	6%	-4%	-6%	-5%	3%
7	0.0%	4%	2%	-13%	18%	7%
8	2.0%	4%	-5%	-7%	3%	11%

Continued.
nr	SMILES	Lipid droplet	Lipid droplet cells 6.5 µM	NTR1 ag	NTR1 ag cell count 20 µM	T cell modulator	T cell modulator vesicle-bound %
9	COc1ccc(OC)c(Nc2cc(-c3ccccc3)nc(N)n2)c1	?	nt	-6.9	104	i	33
10	CCn1cnc2cc(NS(=O)(=O)c3ccc(OC)c(OC)c3)ccc21	1	835	-0.7	95	i	48
11	CCOC(=O)C(NC(=O)c1cccc(Cl)c1)(OCc1ccccc1)C(F)(F)F (centres undefined)	71*	655*	1.0	42	i	41
12	CN1C(=O)CC(P(=O)(c2ccccc2)c2ccccc2)N(C)C1=O (centres undefined)	nt	nt	-0.1	47	i	32
13	Cc1ccc(S(=O)(=O)N2CCOC23CCN(C(=O)c2ccc(Cl)cc2Cl)CC3)cc1	-1	726	0.8	67	i	41
14	O=C(COC(=O)C1(c2ccccc2F)CCCC1)N1CCOCC1	-8	661	-0.2	55	i	37
15	COc1ccnc(N=CNOCc2ccc(C)cc2)c1C#N	9	762	-1.5	58	i	59
16	CCOC(=O)c1sc(NC(=O)c2c(C)nn(Cc3ccccc3)c2C)cc1C	0	651	10	55	i	38

nr	GPR55 activation	SV40 large T antigen	LYP inhibition	GPR35 arrestin U2OS	GPR55 antagonists	MgcRacGAP inhibition
9	0.7%	14%	-3%	7%	-30%	nt
10	0.0%	6%	-6%	1%	6%	8%
11	0.3%	-5%	-5%	6%	-10%	-4%
12	0.2%	6%	-10%	-1%	-7%	-1%
13	-0.2%	13%	-3%	-12%	5%	4%
14	-0.1%	6%	-7%	2%	26%	8%
15	-0.1%	7%	-8%	5%	6%	3%
16	-0.2%	-6%	7%	-11%	0%	9%

New compounds follow.
nr	SMILES	Lipid droplet	Lipid droplet cells 6.5 µM	NTR1 ag	NTR1 ag cell count 20 µM	T cell modulator	T cell modulator vesicle-bound %
17	COc1ccc(CNCC(=O)Nc2cc(OC)cc(OC)c2)cc1	-2	808	-0.2	78	i	62
18	Cc1ccc(OCc2cc(C(=O)N3CCc4sccc4C3)no2)cc1C	-34	710	3.0	57	i	66
19	O=c1[nH]c(=O)n(Cc2ccco2)c2c1C(C(F)(F)F)(C(F)(F)F)N=C(Cc1ccccc1)N2	nt	nt	1.7	84	i	21
20	COc1ccccc1-c1cc(C(=O)NC(C)c2ccccc2)no1 (centres undefined)	nt	nt	2.8	46	i	18
21	O=S(=O)(c1ccc(Oc2ccccc2)cc1)N1CCOCC1	-8	763	1.9	67	i	14
22	CCc1cc(C(=O)Cc2ccccn2)c(O)cc1O	nt	nt	-1.2	69	i	46
23	c1ccc(-c2nn3nnnc3c3ccccc23)cc1	4	658	0.9	38	i	60
24	Cc1nc2cc(NC(=O)N3CCC(c4ccccc4)C3)ccc2n1C (centres undefined)	-2	752	-0.9	68	i	64

nr	GPR55 activation	SV40 large T antigen	LYP inhibition	GPR35 arrestin U2OS	GPR55 antagonists	MgcRacGAP inhibition
17	0.0%	6%	-10%	23%	14%	123µM*
18	0.3%	12%	0%	2%	-5%	4%
19	0.2%	4%	-2%	-8%	0%	9%
20	0.3%	1%	1%	23%	12%	12%
21	-0.1%	-1%	-5%	0%	8%	4%
22	-0.1%	5%	-7%	-1%	2%	-7%
23	-0.2%	4%	-2%	-11%	-7%	13%
24	0.0%	1%	-5%	-5%	-9%	12%

3 entries already listed, arranged by heavy-atom count, descending.
nr	SMILES	Lipid droplet	Lipid droplet cells 6.5 µM	NTR1 ag	NTR1 ag cell count 20 µM	T cell modulator	T cell modulator vesicle-bound %
5	CC1=Nc2nc(N3CCCCC3)c(C#N)c3c4c(nc(c23)N1)N(c1ccc(C(C)C)cc1)C(=O)C4	-34	629	5.0	51	i	24
3	CC(C)c1cc(-c2cc(C(=O)NCc3ccccc3)on2)nc(NC2CCCC2)n1	nt	nt	0.6	53	i	8
20	COc1ccccc1-c1cc(C(=O)NC(C)c2ccccc2)no1 (centres undefined)	nt	nt	2.8	46	i	18

nr	GPR55 activation	SV40 large T antigen	LYP inhibition	GPR35 arrestin U2OS	GPR55 antagonists	MgcRacGAP inhibition
5	-0.3%	13%	16%	-14%	30%	11%
3	0.4%	12%	0%	-18%	15%	7%
20	0.3%	1%	1%	23%	12%	12%

(more compounds)
nr	SMILES	Lipid droplet	Lipid droplet cells 6.5 µM	NTR1 ag	NTR1 ag cell count 20 µM	T cell modulator	T cell modulator vesicle-bound %
25	C/C(=N\OCC(=O)Nc1c(C)cc(C)cc1C)c1ccc2c(c1)OCCO2	-1	687	0.5	37	i	46
26	CCN(CC(=O)Nc1c(F)cccc1F)C(=O)CNC(=O)c1ccc(Br)o1	nt	nt	-1.7	56	i	46
27	CN(c1ccccc1C(=O)N1CCN(c2ccccc2F)CC1)S(=O)(=O)c1ccccc1	7	633	0.8	41	i	64
28	COc1ccc(CCC(=O)NCc2ccco2)cc1	16	739	0.9	80	i	10
29	COc1ccc2c(c1)-c1nc(/N=C/c3c(O)ccc4ccccc34)sc1CC2	2	678	nt	nt	nt	nt
30	Cc1nn(CCc2nn[nH]n2)c2nc(C(F)(F)F)cc(C(F)(F)F)c12	nt	nt	-0.7	39	i	17
31	COc1ccc(CC(=O)N/N=C/c2cc(Br)cs2)cc1OC	6	832	-1.3	58	i	30
32	COc1ccc(N2CCN(C(=O)CNC(=O)c3ccc(Br)o3)CC2)cc1	-13	695	-1.4	68	i	30

nr	GPR55 activation	SV40 large T antigen	LYP inhibition	GPR35 arrestin U2OS	GPR55 antagonists	MgcRacGAP inhibition
25	0.6%	6%	-7%	1%	0%	3%
26	nt	6%	nt	nt	nt	6%
27	0.3%	12%	-4%	-7%	-2%	6%
28	-0.1%	8%	-2%	4%	1%	2%
29	-0.2%	23%	-8%	-9%	5%	22µM*
30	-0.3%	19%	-5%	2%	-18%	6%
31	0.6%	5%	-9%	-1%	-6%	6%
32	-0.1%	30%	-5%	1%	13%	22%

Next section
nr	SMILES	Lipid droplet	Lipid droplet cells 6.5 µM	NTR1 ag	NTR1 ag cell count 20 µM	T cell modulator	T cell modulator vesicle-bound %
33	Cc1nc(SCC(=O)NC(C)(C#N)C2CC2)c2c(-c3cccs3)csc2n1 (centres undefined)	22	666	4.3	63	i	50
34	CCOc1ccc(C2=NNC(c3cccs3)=Nc3ccc(OC)cc32)cc1	-17	664	-0.6	86	i	4
35	CC(C)OCCCNS(=O)(=O)c1ccc2c(c1)oc(=O)n2C	nt	nt	-1.7	94	i	34
36	COP(=O)(OC)C(Nc1ccc(Cl)cc1)c1ccccc1 (centres undefined)	0	780	0.7	81	i	8
37	COCCNC(=O)c1ccccc1NC(=O)c1ccccc1N(C)S(=O)(=O)c1ccc(C)cc1	-8	722	0.5	63	i	39
38	CS(=O)(=O)N(CC(=O)N1CCN(Cc2ccccc2)CC1)c1ccccc1Br	-1	817	-0.1	48	i	54
39	O=C(Cn1nc(C(F)(F)F)c2c1CCCC2)Nc1ccc2c(c1)OCO2	-4	771	1.4	79	i	32
40	Cc1ccc(C(C)C)c(OCC(=O)Nn2c(=O)[nH]c3ccccc3c2=O)c1	9	656	3.3	63	i	39
41	Cc1onc(-c2ccccc2Cl)c1C(=O)N(C)Cc1ccccc1	-10	776	0.6	85	i	38

nr	GPR55 activation	SV40 large T antigen	LYP inhibition	GPR35 arrestin U2OS	GPR55 antagonists	MgcRacGAP inhibition
33	-0.2%	15%	2%	-4%	-4%	6%
34	-0.1%	9%	6%	24%	6%	3%
35	-0.1%	6%	-8%	11%	-3%	0%
36	0.7%	6%	-12%	-9%	13%	17%
37	0.2%	2%	-1%	12%	9%	4%
38	-0.3%	1%	-5%	7%	-2%	11%
39	-0.1%	5%	-2%	10%	6%	5%
40	-0.2%	14%	2%	5%	-3%	7%
41	1.6%	5%	-10%	-7%	5%	5%
